Source: PubChem (The Scripps Research Institute Molecular Screening Center)
FBW7 activator = activators of human E3 ligase FBW7 | Q969H0 | AlphaScreen FBW7–phospho-cyclin E peptide binding, activator screen | normalized activity (activation), % at 26.1 µM | 0.13% of 650,000 active | AID 1259310; in the data active = normalized activity above about 1.9%;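 note: purified mutant Fbw7 with reduced substrate affinity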
GPR151 ag = activators of human GPR151; activation, % at 11.2 µM; 1% of 650,000 active; PathHunter beta-arrestin GPR151 cells, luminescence; in the data active = activation above about 4.9%;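 note: 0% = median of compound wells and 100% = cells with positive control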
Target sequence (Q8TDV0 whole entry, looked up): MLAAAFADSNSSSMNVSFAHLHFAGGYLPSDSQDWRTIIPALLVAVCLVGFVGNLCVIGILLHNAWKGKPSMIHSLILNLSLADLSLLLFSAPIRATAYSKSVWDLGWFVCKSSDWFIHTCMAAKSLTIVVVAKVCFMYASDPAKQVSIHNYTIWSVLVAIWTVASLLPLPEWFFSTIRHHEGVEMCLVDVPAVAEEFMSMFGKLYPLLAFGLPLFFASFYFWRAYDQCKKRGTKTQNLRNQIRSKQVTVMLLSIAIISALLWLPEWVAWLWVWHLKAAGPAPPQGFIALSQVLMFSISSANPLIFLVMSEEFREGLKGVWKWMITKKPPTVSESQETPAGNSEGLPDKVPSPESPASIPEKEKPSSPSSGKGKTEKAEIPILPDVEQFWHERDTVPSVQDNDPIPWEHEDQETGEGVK
MITF primary = inhibitors of human MITF; AlphaScreen MITF homodimerization, bead proximity signal; inhibition, % at 2.6 µM; 0.91% of 650,000 active; in the data active = inhibition above about 50%;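 note: 0% = vehicle wells with protein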
Target sequence (O75030 whole entry, looked up): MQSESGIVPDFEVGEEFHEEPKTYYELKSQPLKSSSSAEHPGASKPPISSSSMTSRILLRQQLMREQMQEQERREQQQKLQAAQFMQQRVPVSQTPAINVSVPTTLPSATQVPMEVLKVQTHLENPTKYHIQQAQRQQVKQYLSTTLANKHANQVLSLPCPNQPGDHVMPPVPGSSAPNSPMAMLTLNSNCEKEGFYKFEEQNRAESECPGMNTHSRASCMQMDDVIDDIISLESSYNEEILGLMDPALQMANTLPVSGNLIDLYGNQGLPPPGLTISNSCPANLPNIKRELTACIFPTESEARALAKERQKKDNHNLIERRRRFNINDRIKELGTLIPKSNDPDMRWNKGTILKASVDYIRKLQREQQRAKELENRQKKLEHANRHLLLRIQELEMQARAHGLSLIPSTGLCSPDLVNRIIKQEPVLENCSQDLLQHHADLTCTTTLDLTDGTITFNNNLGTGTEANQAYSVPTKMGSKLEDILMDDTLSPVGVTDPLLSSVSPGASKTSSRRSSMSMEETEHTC
TEAD-YAP inh = TEAD-YAP interaction inhibition; HEK-TIYL cells, TEAD-Gal4/YAP UAS-luciferase luminescence; inhibition, % at 9.12 µM; 1.4% of 640,000 active; in the data active = inhibition above about 32%;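 note: 0% = median of test compound wells and 100% = reference inhibitor wells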
Starred values were filed as active, the others as inactive; / = no result given.

SMILES | FBW7 activator | GPR151 ag | MITF primary | TEAD-YAP inh
COc1ccc(C)c2sc(=NC(=O)c3cccc(N4C(=O)CCC4=O)c3)n(C)c12 | 0.1 | -0.8 | 4 | -10
S=C(Nc1ccc2c(c1)OCO2)Nc1ccc2c(c1)OCO2 | 0.1 | -0.6 | 2 | -18
CCOC(=O)c1c(NC(=O)COc2ccc(-c3ccccc3)cc2)sc(C(C)=O)c1C | 0.2 | -0.1 | 4 | -23
Cc1ccnc(SCc2cc(=O)c(OC(=O)c3cccs3)co2)n1 | -0.1 | -1.2 | 5 | -5
O=C1C=C(NNC(=O)c2cccc(Br)c2)CC(c2ccccc2)C1 (stereo not drawn) | 0.0 | -1.7 | -1 | -5
CC(=O)Nc1ccc(C(=O)OCC(=O)Nc2ccc(F)cc2[N+](=O)[O-])cc1 | 0.1 | -3.1 | 20 | 0
N#CCCn1cc(C(=O)n2nnc3ccccc32)c(-c2cccs2)n1 | -0.1 | 1.1 | -6 | 10
COC(=O)c1cc2sccc2n1C(C)C(=O)Nc1ccccc1OC (stereo not drawn) | 0.4 | 0.6 | -5 | -2
CCOC(=O)c1c(NC(=O)c2cccs2)sc(C(=O)Nc2ccc(OC)cc2OC)c1C | 0.0 | 5.2* | -1 | -4
C=CCNC(=O)NC(=O)COC(=O)[C@H](C)NS(=O)(=O)c1c(C)c(C)cc(C)c1C | 0.0 | -0.1 | 4 | -9
CC(C(=O)Nc1ccc(Br)cc1Cl)N1C(=O)C2C3C=CC(C3)C2C1=O (stereo not drawn) | 0.0 | 2.3 | -24 | -7
CCO/C=N/c1c(C#N)c2c(c(=S)n1C)COC(C)(C)C2 | -0.3 | 0.3 | -6 | -2
Cc1ccc(C(=O)COC(=O)CCC(=O)Nc2cccc(Cl)c2)cc1 | 0.1 | -0.6 | 6 | 13
Cc1nn(C(=O)C2C3CCC(O3)C2C(=O)O)c(C)c1Br (stereo not drawn) | -0.1 | 0.3 | 6 | -18
Cc1ccc(NC(=O)c2cccc(C(=O)OC(C)C)n2)cc1 | 0.0 | -1.3 | 5 | -50
COc1cccc2cc(-c3csc(Nc4ccc(F)cc4F)n3)c(=O)oc12 | -0.2 | 3.1 | -9 | -3
CSc1nnc2c(n1)OC=Nc1ccccc1-2 | 0.0 | 1.5 | 16 | -3
CCn1c(SCc2ccccc2)nc2sc3c(c2c1=O)CC(C)(C)OC3 | -0.1 | -1.0 | -3 | 1
Cc1cc(C)cc(N(C(=O)C2CCCCC2)C2C=CS(=O)(=O)C2)c1 (stereo not drawn) | 0.8 | 0.3 | -9 | 1
O=C(Nc1ccc(I)cc1)c1ccccc1 | 0.0 | -0.4 | 12 | -70

Entries shown so far that contain fluorine, in the order listed:
SMILES | FBW7 activator | GPR151 ag | MITF primary | TEAD-YAP inh
CC(=O)Nc1ccc(C(=O)OCC(=O)Nc2ccc(F)cc2[N+](=O)[O-])cc1 | 0.1 | -3.1 | 20 | 0
COc1cccc2cc(-c3csc(Nc4ccc(F)cc4F)n3)c(=O)oc12 | -0.2 | 3.1 | -9 | -3

Later entries:
SMILES | FBW7 activator | GPR151 ag | MITF primary | TEAD-YAP inh
O=C(Nc1ccc(Br)cn1)C(c1ccccc1)N1Cc2ccccc2C1=O (stereo not drawn) | 0.0 | 0.9 | 2 | -4
COc1ccc(-c2cnc3[nH]c(=O)n(CC(C)C)c3n2)cc1 | -0.3 | 0.5 | 5 | 13
O=c1c2nnn(Cc3ccc(F)cc3)c2ncn1Cc1ccc(Br)cc1 | 0.0 | -0.1 | 15 | 5
CCOC(=O)C1CCN(CC(O)COc2cccc(OC)c2)CC1 (stereo not drawn) | 0.0 | 0.9 | 3 | 11
CC(C)NC(=O)C(C)n1ncn2cccc2c1=O (stereo not drawn) | 0.4 | 2.6 | 1 | 6
N#Cc1ccccc1/C=C/C(=O)N(CCO)CC(O)c1ccccc1 (stereo not drawn) | -0.5 | 0.7 | -4 | 13
COc1cc(/C=c2\sc3nc4ccccc4n3c2=O)ccc1OS(C)(=O)=O | -0.1 | -0.8 | 11 | 10
Cn1c(=O)c2c(nc3[nH]c(-c4ccccc4)cn32)n(C)c1=O | 0.1 | -0.3 | 2 | 4
COCc1ccc(CN2CCC3(CC2)CC3C(=O)N(C)CCOc2ccc(C)cc2)o1 (stereo not drawn) | 0.1 | -0.1 | 5 | -16
O=C(Nc1ccc(F)cc1)C1CCCCC1 | -0.2 | 0.5 | 2 | -9
CC(C)CN(CCCNC(=O)/C=C1\Sc2ccccc2NC1=O)CC(C)C | 0.3 | -0.5 | -5 | 3
CCNC(=S)N1CCN(c2ccccn2)CC1 | -0.1 | -0.4 | -8 | -8
CC(C)(C)C(=O)NCC(c1cccs1)S(=O)(=O)c1ccc(F)cc1 (stereo not drawn) | 0.0 | -0.9 | -1 | 1
COC(=O)c1ccccc1O[C@@H]1O[C@H](CO)[C@@H](O)[C@H](O)[C@H]1NC(C)=O | -0.1 | -1.9 | -3 | -6
CCOC(CNc1ncccc1C(F)(F)F)(OCC)c1ccccn1 | 0.0 | 2.5 | 3 | -2
Clc1cccc2c1CN(C1=NCCN1)C2 | -0.1 | 0.0 | -9 | /
COc1ccc(Cl)cc1/C=C1/NC(=O)N(c2ccccc2)C1=O | -0.1 | 0.2 | -1 | -7
FC(F)(F)c1ccc(Cn2cnc3c(NCCN4CCOCC4)nc(NCc4ccc5c(c4)OCO5)nc32)cc1 | 0.7 | -1.6 | 7 | 4
CC(NC(=O)CCc1ccccc1)c1nnc2n1CCN(Cc1ccco1)CC2 (stereo not drawn) | 0.3 | -0.1 | 16 | 5
COc1ccccc1-n1nnc(C(=O)NCc2ccc(C)cc2)c1N | -0.1 | 0.2 | -2 | 1
COc1ccc(C(=O)Nc2sc3c(c2C(N)=O)CCCCCC3)cc1[N+](=O)[O-] | -0.2 | 0.9 | -5 | -6
CCOc1ccccc1CN(CCc1ccc2c(c1)OCO2)Cc1cc(OC)ccc1OC | 0.0 | -1.2 | 38 | 8
CC(=O)C1=C(c2ccccc2)NC(=O)NC1c1ccccc1O (stereo not drawn) | 0.0 | 0.2 | 10 | 17
CCCOc1ccc(-c2csc(NC(=O)c3ccc(S(=O)(=O)N4CCc5ccccc54)cc3)n2)cc1 | -0.1 | 2.0 | 4 | 11
Cc1ccc(C)c(CSc2nc3nc(C)c(Cc4cccc(Cl)c4)c(C)n3n2)c1 | -0.2 | 0.1 | -10 | -5
O=C(Nc1ccc(S(=O)(=O)Nc2ncccn2)cc1)C12CC3CC(CC(C3)C1)C2 | 0.9 | -1.7 | 22 | -2
COc1cccc(CNC(=O)Nc2ccc(-c3cn[nH]c3)cc2SCCC(=O)N(C)C)c1 | 0.6 | -1.4 | 3 | -3
CCCC1=NN(C(=O)COc2ccc([N+](=O)[O-])cc2)C(O)(C(F)(F)F)C1 (stereo not drawn) | 0.1 | -0.3 | 12 | 13
COc1cccc(-n2nc(C(=O)Nc3cccc(C)n3)c3ccccc3c2=O)c1 | 0.0 | 1.5 | -1 | 6
CN(Cc1cccs1)C(=O)c1ccc(OC2CCN(Cc3ccccn3)CC2)cc1 | 0.0 | 0.4 | 1 | -4
CCc1ccc(S(=O)(=O)Nc2ccc3oc4c(c3c2)CC(C)CC4)cc1 (stereo not drawn) | -0.1 | -1.1 | -16 | -1
COCCCNC(=O)Cn1cc(/C=C(\C#N)C(=O)NCCOC)c2ccccc21 | -0.3 | 0.3 | 18 | 2
CC1(C)CC(=O)c2cc(C(=O)Nc3ccc(S(N)(=O)=O)cc3)c(=O)n(-c3ccc(Cl)cc3)c2C1 | 0.0 | -0.6 | 2 | -2
COc1ccc(CCc2nnc(CCC(=O)NCc3cnc4ccccn34)o2)cc1 | -0.1 | 0.7 | -20 | 8
COc1ccc(C(=O)NNC(=O)C(=O)Nc2ccccc2)cc1 | 0.0 | 0.3 | 3 | 1
O=S(=O)(Nc1ccc(Cl)c(C(F)(F)F)c1)c1ccc(NS(=O)(=O)c2ccc3c(c2)OCCO3)cc1 | -0.2 | 2.4 | -5 | 0
O=C1CSC(c2cccc(Br)c2)N1c1cccc(F)c1 (stereo not drawn) | 0.1 | -2.1 | 1 | -4
CN(CC(=O)NCc1ccc(C(=O)O)cc1)S(=O)(=O)c1cccc2nsnc12 | 0.1 | 3.4 | 24 | -1
CCOC(=O)CC(=O)CSc1nc2ccsc2c(=O)n1Cc1ccc(OC)cc1 | 0.1 | -0.9 | 0 | -8
Cc1c(C(=O)Oc2ccc(C=O)cc2)cccc1[N+](=O)[O-] | -0.2 | 1.9 | 33 | 4

3 compounds from above, showing only FBW7 activator:
SMILES,FBW7 activator
CN(CC(=O)NCc1ccc(C(=O)O)cc1)S(=O)(=O)c1cccc2nsnc12,0.1
CCOC(=O)CC(=O)CSc1nc2ccsc2c(=O)n1Cc1ccc(OC)cc1,0.1
Cc1c(C(=O)Oc2ccc(C=O)cc2)cccc1[N+](=O)[O-],-0.2

Quoted at random: 4 records from the list.
SMILES | FBW7 activator | GPR151 ag | MITF primary | TEAD-YAP inh
C=CCNC(=O)NC(=O)COC(=O)[C@H](C)NS(=O)(=O)c1c(C)c(C)cc(C)c1C | 0.0 | -0.1 | 4 | -9
CC(=O)Nc1ccc(C(=O)OCC(=O)Nc2ccc(F)cc2[N+](=O)[O-])cc1 | 0.1 | -3.1 | 20 | 0
COCCCNC(=O)Cn1cc(/C=C(\C#N)C(=O)NCCOC)c2ccccc21 | -0.3 | 0.3 | 18 | 2
COc1ccccc1-n1nnc(C(=O)NCc2ccc(C)cc2)c1N | -0.1 | 0.2 | -2 | 1

New compounds follow:
SMILES | FBW7 activator | GPR151 ag | MITF primary | TEAD-YAP inh
NC(=O)c1ccsc1NC(=O)c1ccc(N2CCCCC2)c([N+](=O)[O-])c1 | -0.2 | 0.3 | 4 | -58
COc1ccc(-c2n[nH]c3c2C(c2ccccc2Cl)NC3=O)cc1 (stereo not drawn) | -0.1 | 1.1 | 7 | 10
COc1ccc(OCCn2ccnc2C)cc1 | 0.1 | -0.6 | 57* | 9
CC(C)N(C(=O)N1CCC2(CC1)CC(=O)c1cc(F)ccc1O2)C(C)C | 0.7 | 0.0 | -7 | -5
Cc1oc(-c2ccccc2Cl)nc1CS(=O)CC(=O)NC1CC1 (stereo not drawn) | 0.4 | -0.5 | 20 | 4
CCCCOC(=O)C1=C(C)NC(=O)NC1c1cc(Cl)cc(Cl)c1OC (stereo not drawn) | 0.1 | 0.5 | 6 | 7
Cc1ccc(N=C2SC(CC(=O)Nc3ccc(C(=O)O)cc3)C(=O)N2C)cc1C (stereo not drawn) | -0.1 | -0.7 | 6 | 2
CCC/C(C)=C/Cc1c(O)c2c(c(C)c1OC)COC2=O | 0.1 | 0.4 | 18 | 66*
O=C(NCCc1ccccc1Cl)c1cc(-c2ccccc2)nc2ccccc12 | -0.1 | 2.1 | 2 | 4
CCCCCCc1cc2c(-c3ccccc3)cc(=O)oc2cc1OCc1cc(C(=O)O)oc1C | -0.2 | 0.4 | 8 | 0
COc1cc(SC)ccc1C(=O)OC1CCOC1=O (stereo not drawn) | 0.2 | -0.3 | 7 | 4
Fc1ccccc1-c1nc(Nc2c(F)cccc2F)c2ccccc2n1 | 0.1 | 2.5 | -4 | 15
Cc1ccc2nc3c(C#N)cc4cc5ccccc5nc4n3c(=O)c2c1 | -0.2 | -0.3 | -1 | 6
CS(=O)(=O)N1CC2CCCN2c2ccc(C(F)(F)F)cc21 (stereo not drawn) | 0.0 | -1.3 | -5 | -3
COCC1CCCN(Cc2nc(N3CCCCCC3)c3ccccc3n2)C1 (stereo not drawn) | -0.1 | -0.5 | 8 | -3
CCCCNC(=O)c1cc2c(s1)-c1ccccc1S(=O)(=O)C2 | 0.2 | 0.3 | 1 | -21
O=C(c1nc2ccccc2s1)C1CCN(C(=O)c2n[nH]c(=O)c3ccccc23)CC1 | -0.1 | -0.6 | -8 | -1
O=C(Cn1c(=O)oc2ccccc21)NCc1ccccc1Br | 0.0 | 2.7 | 2 | -5
CCOC(=O)N1CCc2c(sc(NC(=O)c3cc(OC)c(OC)c(OC)c3)c2C#N)C1 | -0.1 | 0.1 | -6 | 4
O=C(Cn1c(C(=O)c2ccccc2)nc2ccccc21)c1ccccc1 | 0.1 | -0.3 | -6 | 1
Cc1ccc(CSc2nc3nc(C)c(Cc4c(F)cccc4Cl)c(C)n3n2)cc1 | 0.1 | -0.5 | 8 | -1
CCN1CCN(c2nc(N3CCN(Cc4ccccc4)CC3)nc(N)c2[N+](=O)[O-])CC1 | 0.0 | -0.7 | 7 | 7
COc1ccc(C(=O)Nc2ccc(-c3cn[nH]c3)cc2OC2CCN(C)CC2)cc1 | 0.3 | -0.8 | 7 | -8

Complete entries, looked up by structure:
O=C(Nc1ccc(Br)cn1)C(c1ccccc1)N1Cc2ccccc2C1=O (stereo not drawn) in the list: FBW7 activator: 0.0; GPR151 ag: 0.9; MITF primary: 2; TEAD-YAP inh: -4
CCCC1=NN(C(=O)COc2ccc([N+](=O)[O-])cc2)C(O)(C(F)(F)F)C1 (stereo not drawn) in the list: FBW7 activator: 0.1; GPR151 ag: -0.3; MITF primary: 12; TEAD-YAP inh: 13
